Source: PubChem BioAssay
D1 ag – Allosteric Agonists of the Human D1 Dopamine Receptor: qHTS | 360,000 tested, 1% active | HEK293 T-REx D1 cells, calcium flux, agonist mode | activation, % at 2 µM | AID 504660, 2011 | D(1A) dopamine receptor (Homo sapiens), P21728; in the data active = activation above about 30%; also: 0% is about no effect
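Inducible HEK293 T-REx D1 cells, force-coupled to calcium signalling, were plated at 4000 cells/well with tetracycline and held overnight at 30 C. After no-wash calcium dye loading, compound-evoked calcium rise over 180 s flagged agonists.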
LDHA inh – qHTS assay for inhibitors of human lactate dehydrogenase | L-lactate dehydrogenase A chain (Homo sapiens), P00338 | 480,000 tested, 0.15% active | purified LDHA, NADH/diaphorase-resazurin fluorescence; stronger effect = lower value | activity change, % (values are at about 110 or 230 µM); in the data active = activity change below about -30%;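 also: plate controls were DMSO wells for no effect and wells without enzyme for full effect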
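LDH5 2 nM; NADH 0.06 mM, pyruvate 0.2 mM; 200 mM Tris pH 7.4, EDTA, Tween-20; 5 min RT. Detection: diaphorase 0.133 mg/mL + resazurin 37 µM, fluorescence ex540/em590 at 0 and 20 min; normalized to enzyme-free and DMSO wells.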
Vif-APOBEC3F blk – qHTS for Inhibitors of Vif-A3F Interactions: qHTS. HeLa A3F-eYFP + Vif (tagged APOBEC3F with the HIV-1 protein that degrades it), YFP fluorescence increase. Potency, µM (series often up to 46.1 µM), inactives show at the top dose activity, negative = active. 390,000 tested, 0.2% active; also: potency is read from the fitted curve at half-maximal effect; % of control where 0% means no effect; nearly all actives have a fitted effect of over 65% in size
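Fluorescence increase (Ex 488/Em 500-530) after overnight compound treatment at 37 deg C flags inhibition of Vif-driven A3F-eYFP loss in stable HeLa A3F-eYFP/Vif cells seeded overnight beforehand.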
D1 PAM – Potentiators of Human D1 Dopamine Receptor: qHTS; 360,000 tested, 0.036% active; AID 504651, 2011; potentiation, % at 10 µM; HEK293 TREx D1 cells, calcium flux, dopamine EC20 potentiation; in the data active = potentiation above about 30%; also: 0% is about no effect
D1 antag – Antagonist of Human D 1 Dopamine Receptor: qHTS; 360,000 tested, 3.2% active; activity change, negative = inhibition, % at 10 µM; HEK293 TREx D1 cells, calcium flux, dopamine EC80; stronger effect = lower value; D(1A) dopamine receptor (Homo sapiens), P21728; in the data active = activity change below about -30%; also: % is scaled to controls: 0 for no effect and ±100 for the full control effect
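Compound effects on dopamine-evoked calcium signalling were measured in tetracycline-induced HEK293 Trex D1 cells. Dopamine at EC80 followed a 180 s compound pre-read, and fluorescence was tracked kinetically for 180 s more.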
RXFP1 ag – qHTS Assay for Agonists of the Relaxin Receptor RXFP1; HEK293T-RXFP1 cAMP TR-FRET, 30 min; response scale: percent of porcine relaxin response, buffer zero; Potency, µM (doses to about 57.5 µM), for the others: top-dose activation, usual class: activators; 370,000 tested, 0.3% active; Relaxin receptor 1 (Homo sapiens), Q9HBX9; also: potency is read from the fitted curve at half-maximal effect; % is scaled to controls: 0 for no effect and ±100 for the full control effect; nearly all actives have a fitted effect of over 60% in size; many of its hits are not listed in these tables
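HEK293 cells stably expressing RXFP1, treated 30 min at 37C with compounds plus PDE4 inhibitor Ro 20174; cAMP measured by HTRF TR-FRET. Normalized to buffer and 29 nM porcine relaxin; EC50 by Hill fit.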
D2 potentiator – HTS Assay for Positive Allosteric Modulators of the Human D2 Dopamine Receptor: Primary Screen for Potentiators; D(2) dopamine receptor (Homo sapiens), P14416; HEK293 T-REx D2, calcium flux, EC20 dopamine potentiation; potentiation, % at 10 µM; 340,000 tested, 0.34% active; AID 485347, 2010;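 active = potentiation over 3 SD above the plate norm, cut at about 30% in these data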; also: 0% is about no effect
Target sequence (P14416 whole entry, looked up): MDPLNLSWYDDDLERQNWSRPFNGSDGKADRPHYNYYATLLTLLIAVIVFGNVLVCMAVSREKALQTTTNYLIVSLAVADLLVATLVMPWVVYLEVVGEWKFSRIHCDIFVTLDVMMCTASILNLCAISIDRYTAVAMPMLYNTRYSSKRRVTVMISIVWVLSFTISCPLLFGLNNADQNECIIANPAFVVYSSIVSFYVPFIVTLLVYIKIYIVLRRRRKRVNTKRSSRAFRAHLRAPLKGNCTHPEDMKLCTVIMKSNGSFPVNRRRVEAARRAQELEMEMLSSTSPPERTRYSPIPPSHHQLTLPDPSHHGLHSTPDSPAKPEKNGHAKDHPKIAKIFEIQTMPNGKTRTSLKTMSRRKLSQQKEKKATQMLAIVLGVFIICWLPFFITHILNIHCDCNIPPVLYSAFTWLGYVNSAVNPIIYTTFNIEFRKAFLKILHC
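Potentiation of an EC20 dopamine calcium response measured kinetically over 180 s, after a preceding 180 s compound-only read flagging agonists. Cells: inducible Hek293 Trex D2 line, 4000/well, cultured overnight at 30 C before dye loading.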
Vif-APOBEC3G blk – qHTS for Inhibitors of Vif-A3G Interactions: qHTS; Potency, µM (highest dose often 46.1 µM), for inactives: top-dose activity, negative = active, actives largely listed as inhibitors; HeLa A3G-eYFP + Vif (tagged APOBEC3G with the HIV-1 protein that degrades it), YFP fluorescence, overnight; 410,000 tested, 0.076% active; DNA dC->dU-editing enzyme APOBEC-3G (Homo sapiens), Q9HC16;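 also: potency is read from the fitted curve at half-maximal effect; % is scaled to controls: 0 for no effect and ±100 for the full control effect; nearly all actives have a fitted effect of over 60% in size; hits raise eYFP signal because A3G escapes Vif-driven loss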
Target sequence (Q9HC16 whole entry, looked up): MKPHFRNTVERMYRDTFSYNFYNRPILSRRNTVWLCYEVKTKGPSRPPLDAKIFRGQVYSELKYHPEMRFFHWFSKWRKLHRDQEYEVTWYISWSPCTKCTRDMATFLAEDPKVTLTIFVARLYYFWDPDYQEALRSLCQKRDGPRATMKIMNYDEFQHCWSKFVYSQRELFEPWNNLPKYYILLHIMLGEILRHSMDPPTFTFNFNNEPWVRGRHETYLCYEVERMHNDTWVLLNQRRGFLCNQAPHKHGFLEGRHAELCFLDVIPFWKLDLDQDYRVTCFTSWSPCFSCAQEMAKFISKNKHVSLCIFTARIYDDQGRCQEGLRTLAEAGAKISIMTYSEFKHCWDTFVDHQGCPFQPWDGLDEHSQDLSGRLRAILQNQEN
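Read-out is eYFP fluorescence (Ex 488/Em 500-530) from Vif-expressing HeLa A3G-eYFP cells; more signal means A3G escaped Vif-mediated degradation. Cells plated overnight, compound pinned in, incubated overnight at 37 deg C.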
Glioma ERSR ind – qHTS for Inducers of the Endoplasmic Reticulum Stress Response (ERSR) in Human Glioma: qHTS; U87-MG GRP78 promoter luciferase reporter, 16 h; Potency, µM, without a hit: at the top dose activation, usual class: activators; 420,000 tested, 0.02% active; AID 602332, 2012; also: potency is read from the fitted curve at half-maximal effect; series mostly up to about 76 µM; % of control where 0% means no effect; nearly all actives have a fitted effect of over 35% in size
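ERSR induction read as luciferase luminescence (Bright-Glo, 10 min at room temperature) in stably transfected human U87-MG glioma cells exposed to compounds for 16 h, using GRP78 as sensor.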
Starred values were filed as active, the others as inactive; / = no result given. Unless noted, calls follow the shape of the dose curve; as a rule, active = well fitted curve in the direction sought with a large enough effect; inconclusive = small, poorly fitted or top-dose-only effect, or another doubt; inactive = no such curve, though single readings can be large; an effect the other way counts as inactive or inconclusive.

Values in the order – Vif-APOBEC3F blk, LDHA inh, D2 potentiator, D1 PAM, D1 ag, Vif-APOBEC3G blk, D1 antag, Glioma ERSR ind, RXFP1 ag
Cc1ccc(C(CNS(=O)(=O)c2cc(F)ccc2F)N2CCN(C)CC2)cc1 (stereo not given)
  -3.0%, -12.1, -12.6, 4.0, 27.0, -3.2%, -5.4, -2.5%, 0.2%
CCOc1ccc(C(=O)NC(C(=O)NCc2cccnc2)C(C)C)cc1 (stereo not given)
  3.8%, -3.2, -1.6, -2.2, -3.5, 3.7%, 13.7, -2.6%, 0.3%
Nc1ccn([C@@H]2O[C@H](CNCc3cnc(N4CCOCC4)s3)[C@@H](O)[C@H]2O)c(=O)n1
  -3.7%, -0.9, /, /, /, 0.7%, /, -2.6%, /
CC1(C)CC(=O)C(/C=N/c2ccccn2)=C(O)C1
  -0.6%, 5.3, 15.1, 6.0, -0.5, -0.6%, -0.6, -2.9%, -2.3%
O=C1/C(=C/c2ccccn2)SC(=S)N1Nc1ncc(C(F)(F)F)cc1Cl
  -10.2%, 9.2, /, /, /, 2.0%, /, -1.8%, /
CC1(c2ccccc2)NC(=O)N(CC(=O)N2CC(=O)Nc3ccccc32)C1=O (stereo not given)
  4.4%, -6.4, /, /, /, -2.6%, /, -5.3%, /
CN(C(=O)CSc1nc2ccc([N+](=O)[O-])cc2s1)C1CCS(=O)(=O)C1 (stereo not given)
  -2.9%, 0.7, 7.6, 3.3, 8.5, 1.8%, 0.0, -5.4%, 9.3%
CC(=O)Nc1cccc(NC(=O)c2c(-c3c(Cl)cccc3Cl)noc2C)c1
  -9.5%, -7.1, 1.8, -4.0, 5.9, 0.4%, 12.6, 1.2%, 3.8%
Cc1ccc(C2=[N+]([O-])C3(CCCCC3=O)N(O)C2(C)C)cc1 (stereo not given)
  -2.5%, 0.2, -6.1, -5.0, 2.7, 1.7%, -4.2, -10.1%, 1.0%
Nc1ccc(N2CCN(c3ccccc3)CC2)c(F)c1
  -4.8%, -3.8, -8.0, 5.3, 1.4, 1.1%, 8.0, 6.6%, -0.1%
O=C(C1CCCCC1)N1CCN(c2nc(-c3ccc(F)cc3)cs2)CC1
  4.4%, -4.2, -2.4, -0.8, 0.2, 0.6%, 8.7, -3.1%, -0.4%
COC(=O)c1ccc2nc(-c3cccc(N)c3)cn2c1
  14.4%, 1.1, -1.1, 11.2, 0.0, 7.4%, -3.2, -17.4%, -0.5%
CCN(Cc1ccccc1)S(=O)(=O)c1ccc2[nH]c3c(c2c1)CCCCC3
  -5.3%, 2.5, 5.5, -7.4, 2.7, 3.3%, -2.9, -2.4%, -0.8%
Cc1ccc(NC(=S)NNC(=S)NC2CCCCC2)cc1
  6.3%, -11.3, /, -3.0, -0.1, -0.9%, -23.6, 0.1%, 2.2%
CCCN1CCN(C(=O)c2cc3c(s2)-c2ccccc2S(=O)(=O)C3)CC1
  /, /, 21.3, /, 3.4, /, -0.4, /, 1.8%
CC1=NN(c2ccccc2)C(c2ccco2)C1 (stereo not given)
  -16.6%, -2.5, /, /, /, -3.5%, /, 0.8%, /
CCn1cc2nc(SCc3ccccc3Cl)n(CCc3ccccc3)c(=O)c2n1
  -0.2%, -1.6, -2.8, -1.1, 15.0, 0.2%, 19.6, -1.9%, 1.0%
CC(C)CCN(C(=S)Nc1cccc(C(F)(F)F)c1)C(C)c1ccccn1 (stereo not given)
  -3.6%, 1.1, 0.6, -2.0, 4.1, 1.2%, -12.7, -0.9%, -26.5%
CCn1c(CNc2ccc(F)cc2)nnc1SCCN1CCCCC1
  4.0%, -4.4, -0.9, 6.3, 1.3, 1.4%, -12.4, -4.2%, 2.7%
Cc1ccc(C(=O)Nc2ccccc2N2CCCC2)cc1S(=O)(=O)N1CCOCC1
  0.0%, -0.2, -3.4, -1.0, -0.6, 1.8%, -1.5, -2.2%, 0.1%
CC(C)c1ccc(/C=N/NC(=O)CCNC(=O)c2ccccc2)cc1
  2.5%, 1.0, 6.6, 7.7, 1.6, -2.2%, -0.6, 5.1%, -3.4%
Cc1cccc(NC(=O)NNC(=O)c2ccc3ccccc3c2O)c1
  4.6%, 3.0, -6.4, -1.1, 3.3, -4.7%, 3.8, -0.9%, 10.7%
O=C(NCc1ccccc1F)c1cc(=O)[nH]c2ccccc12
  -1.4%, -10.5, -1.0, 0.2, 2.3, -0.6%, -19.5, -2.8%, 0.1%
Cc1cnc(C(=O)Nc2ccc(C)c(S(=O)(=O)N(C)C)c2)cn1
  13.8%, -1.4, 1.9, 10.6, 2.4, 0.0%, 14.4, -3.0%, 0.7%
Cc1ccccc1-c1n[nH]nc1C1=CC(=O)CC(C)(C)C1
  -0.8%, -6.6, /, /, /, -0.4%, /, -1.2%, /
C=CCNC(=O)C12CC3(C)CC(C)(CC(C)(C3)C1)C2
  -20.2%, -4.2, -0.2, 19.5, -0.2, 0.0%, 16.2, 2.0%, 0.0%
CCn1c(O)c(N=NC(=O)c2cccs2)c2ccccc21
  -2.3%, -3.3, -2.3, 2.0, 1.3, -1.3%, -2.6, 17.4%, -0.4%
COc1ccc(-c2cc(C(F)(F)F)n3nc(C(=O)Nc4cc(C(F)(F)F)ccc4Cl)cc3n2)cc1OC
  -2.4%, 0.6, 8.3, 2.2, 0.0, 2.4%, -7.4, -1.8%, 2.2%
CC1CCN(C(=O)Cn2nnc(-c3cccs3)n2)CC1
  -1.5%, -0.3, -1.2, 0.3, 3.2, -0.3%, 2.5, 1.1%, 0.5%
O=C(Cc1cccc2ccccc12)N/N=C/c1ccc(Sc2nc3ccccc3s2)o1
  7.5%, -5.3, 2.5, 2.8, 8.4, -18.0%, 23.1, -3.5%, -0.7%
COc1cc(C(=O)Nc2nnc(C3CC3)s2)ccc1OCc1c(C)noc1C
  -2.4%, -9.7, 7.4, -5.2, 1.8, -4.2%, -32.2*, 4.7%, 6.1%
CCOC(=O)C1(CCCc2ccccc2)CCN(Cc2cnc(C)s2)CC1
  8.0%, -13.5, -10.4, -2.7, 7.2, 0.4%, 4.0, -4.1%, 0.2%
CCOC(=O)Cn1c(=O)n(-c2ccccc2OC)c2nc(-c3ccccc3C)nc(C(N)=O)c21
  4.3%, -3.4, 3.2, 2.8, 4.2, -13.3%, 10.4, -0.9%, 1.8%
Cc1cc(NC(=O)CSc2nc3c(c(=O)n2-c2ccc(Cl)cc2)SCC3)no1
  3.8%, -5.8, /, /, /, -0.4%, /, -5.2%, /
O=c1[nH]nc(Cc2ccc(Cl)cc2Cl)c2ccccc12
  -6.0%, -6.8, -4.7, 7.8, 14.0, -0.8%, 1.9, -4.6%, -0.9%
CN(Cc1ccccc1)C(=O)c1[nH]cnc1C(=O)NCCCCCNC(=O)OC(C)(C)C
  -1.6%, -3.3, 7.2, -1.7, 4.3, -0.2%, -19.7, -4.2%, 0.3%
O=C(CN1C(=O)CC(c2ccco2)Sc2ccccc21)NCC1CCCO1 (stereo not given)
  -2.9%, 4.1, 4.1, -1.6, 1.5, -0.5%, 3.0, -2.4%, 0.9%
COc1cccc(C2(CSc3nnc(-c4cc(OC)c(OC)c(OC)c4)o3)OCCO2)c1
  -0.9%, 1.7, 6.3, 0.0, 2.3, -2.4%, 4.0, 1.2%, 6.0%
CCCc1ccc2oc(C(=O)NCCc3cnn(C)c3)c(C)c2c1
  -16.7%, -3.6, 2.5, -5.8, -0.4, -0.1%, -1.6, -0.6%, 2.8%
Cc1cc(CNC(=O)CCc2nnc(CCCc3ccccc3)o2)nn1C
  -4.4%, -4.4, 7.8, 0.8, 0.1, -1.1%, 5.8, 7.8%, -1.3%
CN(C)S(=O)(=O)c1ccc(C(=O)OCc2ccc([N+](=O)[O-])cc2)cc1
  -4.3%, -11.1, 6.2, -1.2, 20.3, 2.3%, -29.5, -4.3%, -3.8%
CCn1c(COc2ccccc2)nnc1SCC(=O)Nc1cc(OC)ccc1OC
  -0.7%, 2.0, /, /, /, 0.7%, /, -2.1%, 1.4%
Cc1cccc(-n2c(=O)c3c(c4cc(C)ccc4n3C)n(CC(=O)NCC3CCCO3)c2=O)c1 (stereo not given)
  -4.9%, -3.6, -7.0, -2.7, -1.9, -1.9%, 11.0, 4.0%, 0.0%
C[C@H](NC(=O)[C@@H]1Cc2ccccc2CN1C(=O)OC(C)(C)C)C(=O)NCc1ccco1
  0.4%, -0.6, -6.9, 1.6, 7.5, 3.3%, -11.2, -2.8%, -0.4%
COC(=O)CCN(c1ccccc1)C(CNS(=O)(=O)c1ccccc1)c1ccccc1 (stereo not given)
  /, -0.6, 17.1, -3.3, 8.1, /, 12.4, /, 3.6%
CC(C)N(Cc1nc(-c2ccccc2)no1)C(=O)C1CCCCC1
  2.3%, -2.4, 7.4, -1.3, 2.1, 1.1%, -2.0, -2.6%, 1.9%
Cc1nc2cc(C(=O)N3CCc4ccccc43)ccc2n1-c1ccc(F)c(F)c1
  -1.8%, -3.9, -20.4, -1.4, -1.4, -1.0%, -16.3, -4.1%, -1.9%
CCCCn1nc2cc(C(=O)NCCc3ccc(C)cc3)ccc2c1OCC
  -1.9%, 0.5, 8.1, -10.4, 0.7, 1.0%, 1.9, -6.4%, 4.3%
O=[N+]([O-])c1cc2c(c(CSc3nnnn3-c3ccc(O)cc3)c1)OCOC2
  2.8%, -6.9, -0.7, -4.9, 3.1, -8.2%, -33.3*, -2.5%, -0.5%
CS(=O)(=O)N1CCCC(C(=O)Nc2ccc(Br)cc2F)C1 (stereo not given)
  -0.2%, -3.1, -5.1, 0.9, -0.5, 3.0%, /, -2.3%, 0.3%

These rows are one share of the data, so the mix of outcomes need not match the whole.
